Screens from PubChem BioAssay.
PI5P4Ka inh – inhibitors of human PI5P4K alpha; PI5P4Kalpha enzyme, ADP-Glo luminescence, 60 min; hits give low values; max response, %; P48426; 330,000 tested, 1.2% active; active = max response of -50% or lower; inconclusive = between -30% and -50%; inactive = -30% or higher; note: value at the top dose of about 77 µM; % is set by controls: 0 for no effect and ±100 for the full control effect
Target sequence (P48426 whole entry, looked up): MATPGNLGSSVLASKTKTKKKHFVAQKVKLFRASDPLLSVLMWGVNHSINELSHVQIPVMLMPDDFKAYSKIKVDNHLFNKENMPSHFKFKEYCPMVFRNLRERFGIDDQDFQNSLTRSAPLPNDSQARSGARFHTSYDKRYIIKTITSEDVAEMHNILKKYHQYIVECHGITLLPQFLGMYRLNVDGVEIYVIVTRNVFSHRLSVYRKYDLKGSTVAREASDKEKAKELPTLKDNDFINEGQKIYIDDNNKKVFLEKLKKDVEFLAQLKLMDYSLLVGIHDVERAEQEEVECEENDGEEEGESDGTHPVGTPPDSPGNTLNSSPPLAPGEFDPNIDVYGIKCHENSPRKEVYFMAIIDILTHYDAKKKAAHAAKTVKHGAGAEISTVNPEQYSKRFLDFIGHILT
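Single end-point luminescence (ADP-Glo) quantified ADP from PI5P4Kalpha turnover; ATP 5 microM final, 1 h at RT, 0.1% CHAPS and 0.28 mM EGTA in HEPES pH 7.4.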
EPAC2 antagonist – blocks human EPAC2 exchange factor; Q8WZA2; EPAC2 GEF exchange of Rap1B-BODIPY-GDP, fluorescence; Potency, µM (top dose mostly 114 µM), inactives show top-dose activity, negative = inhibition, usual class: inhibitors; 360,000 tested, 0.18% active; note: potency is the fitted concentration of half-maximal effect; % is set by controls: 0 for no effect and ±100 for the full control effect; nearly all actives have a fitted effect of over 45% in size; many of its hits are not listed in these tables
CCT modulator – modulators of cytosolic chaperonin (CCT/TRiC) activity. activity change, % (no concentration beside the values), hits read low. purified chaperonin ATPase assay, HTRF ADP detection, 30 min. 360,000 tested, 0.3% active. AID 651819; in the data active = activity change below about -30%; note: % is set by controls: 0 for no effect and ±100 for the full control effect
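Nucleotide hydrolysis assay: TRiC at 20–40 nM final (set by batch activity) with 10 uM ATP, 30 min at 37 °C, in presence of 76 uM compound. Detection by competitive ADP HTRF, 30 min ambient.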
EPAC1 agonist – activates human EPAC1 exchange factor | EPAC1 agonist qHTS, biochemical assay; response scale: 100% = response to 6.5 mM cAMP | 360,000 tested, 0.073% active | O95398 | Potency, µM (highest dose often 154 µM), without a hit: top-dose activation, hits mostly activators; note: potency is the fitted concentration of half-maximal effect; nearly all actives have a fitted effect of over 60% in size
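Normalized to 6.5 mM cAMP, activity reflects EPAC1-catalysed release of BODIPY-GDP from Rap1B, followed kinetically over 30 min at 480 nm excitation, 540 nm emission. Reaction contained 100 nM EPAC1, 250 nM Rap1B-BODIPY-GDP, 50 uM GDP.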
EPAC1 antag – antagonists of human EPAC1 | O95398 | EPAC1 GEF assay, Rap1b-BODIPY-GDP exchange fluorescence | Potency, µM (titrated, usually from 115 µM), inactives show top-dose activity change, negative = inhibition, usual class: inhibitors | AID 720709 | 360,000 tested, 0.14% active;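 note: potency is the fitted concentration of half-maximal effect; plate controls were vehicle for no effect and positive control for full effect; nearly all actives have a fitted effect of over 50% in size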
WRN helicase inh – blocks human WRN helicase; Q14191; WRN helicase unwinding, fluorescent forked duplex, kinetic; Potency, µM (doses to about 114 µM), without a hit: at the top dose activity change, negative = inhibition, hits mostly inhibitors; 360,000 tested, 0.46% active; AID 651768; note: potency is the fitted concentration of half-maximal effect; % is set by controls: 0 for no effect and ±100 for the full control effect; nearly all actives have a fitted effect of over 55% in size
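Enzyme (20 nM final) and test compound sit together 15 min at room temperature before substrate addition. Substrate is a single-forked duplex oligonucleotide (100 nM) labelled with fluorophore and quencher, with 2 mM ATP; helicase unwinding raises red fluorescence, read kinetically.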
MmCpn inh – inhibitors of Methanococcus maripaludis chaperonin (MmCpn) | purified Mm-Cpn ATPase, ADP Transcreener TR-FRET | 330,000 tested, 0.031% active | Potency, µM (highest dose often 76.9 µM), for inactives: top-dose activity, negative = inhibition, usual class: inhibitors; note: potency is the fitted concentration of half-maximal effect; % is set by controls: 0 for no effect and ±100 for the full control effect; nearly all actives have a fitted effect of over 80% in size
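25 nM Mm-CPN + cpd, 10 min 37°C; + 10 uM ATP, 30 min 37°C; buffer 30 mM Tris pH 7.4, 100 mM KCl, 5 mM MgCl2, 1 mM DTT; Transcreener ADP HTRF detection 30 min RT.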
PLK1 PBD inh – blocks phosphopeptide binding to human PLK1 polo-box domain; 360,000 tested, 2.8% active; Plk1 PBD binding of FITC phosphopeptide, fluorescence polarization; Potency, µM, without a hit: max response, negative = inhibition, most hits filed as inhibitors; P53350; note: potency is the fitted concentration of half-maximal effect; series mostly up to about 57 µM; % is set by controls: 0 for no effect and ±100 for the full control effect; nearly all actives have a fitted effect of over 65% in size
Target sequence (P53350 whole entry, looked up, the tested form may be a part): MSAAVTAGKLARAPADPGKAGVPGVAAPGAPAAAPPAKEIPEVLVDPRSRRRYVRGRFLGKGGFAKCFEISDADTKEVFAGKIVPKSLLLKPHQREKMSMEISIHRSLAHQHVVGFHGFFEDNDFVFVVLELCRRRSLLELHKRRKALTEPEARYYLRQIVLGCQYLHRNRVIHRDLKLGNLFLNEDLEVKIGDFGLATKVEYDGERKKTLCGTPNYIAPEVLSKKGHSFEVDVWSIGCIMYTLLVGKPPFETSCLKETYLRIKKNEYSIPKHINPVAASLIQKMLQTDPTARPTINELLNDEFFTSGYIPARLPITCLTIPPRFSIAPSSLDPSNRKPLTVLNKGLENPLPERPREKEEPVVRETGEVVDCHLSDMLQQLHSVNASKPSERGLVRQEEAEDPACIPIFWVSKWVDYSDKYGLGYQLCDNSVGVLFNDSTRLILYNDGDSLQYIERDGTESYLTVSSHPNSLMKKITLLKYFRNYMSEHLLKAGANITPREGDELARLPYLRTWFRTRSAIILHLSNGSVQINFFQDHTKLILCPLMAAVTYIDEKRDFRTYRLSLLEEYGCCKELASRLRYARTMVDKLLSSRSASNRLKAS
* = called active by the depositor; u = inconclusive; x = not tested or not shown; & = joins results of further samples; [ ] = another dose, or the depositor's remark. Unless noted, calls come from the whole dose curve; as a rule, active = well fitted curve in the direction sought with a large enough effect; inconclusive = small, poorly fitted or top-dose-only effect, or another doubt; inactive = no such curve, though single readings can be large; an effect the other way counts as inactive or inconclusive. A portion of the library. The share of hits here may be higher or lower than overall.

smiles	PI5P4Ka inh	EPAC2 antagonist	CCT modulator	EPAC1 agonist	EPAC1 antag	WRN helicase inh	MmCpn inh	PLK1 PBD inh
COc1ccc(Nc2oc(-c3ccccc3Cl)nc2C#N)cc1	-3.5	1.1%	-3.2	-15.2%	-5.7%	-9.9%	-1.4%	-5.8%
Cc1ccnc(NC(=O)c2oc3ccccc3c2C)c1	9.3	-12.3%	-1.0	5.3%	-2.6%	-5.4%	1.7%	7.1%
O=C(Nc1ccccc1)/C(=C/c1cccc(Br)c1)NC(=O)c1ccco1	2.9	2.3%	0.1	0.0%	2.9%	-19.1%[57.1 µM]	-0.7%	-4.0%
Cc1cc(C)n(CNc2nc(C(F)(F)F)cs2)n1	-1.7	5.1%	-1.0	2.8%	2.6%	-3.3%	-0.2%	-15.0%
O=c1c2ccccc2c(C=Nc2ccc(S(=O)(=O)N3CCCCC3)cc2)c(O)n1-c1ccc(Cl)cn1	-1.1	-10.4%	-2.9	8.5%	-4.7%	18.6%	0.1%	-6.8%
Cc1nn(C(=O)/C(C#N)=C/N(C)C)c(C)c1C	8.6	13.1%	-2.2	10.2%	1.9%	2.0%	-2.8%	-12.4%
COc1ccc(CCNC(=O)c2ccccc2NC(=O)CN2CCN(c3ccccc3O)CC2)cc1	0.6	-0.4%	-3.2	8.7%	-0.5%	-6.2%	-1.5%	3.2%
Cc1ccccc1CN(c1ccc(C(=O)N2CCc3ccccc3C2)cc1)S(C)(=O)=O	x	-1.2%	-0.1	4.7%	-19.4%	-1.3%	-0.8%	2.9%
COc1ccc(-c2cc(C(F)(F)F)n3nc(C(=O)N4CCCC4)cc3n2)cc1	0.7	5.8%	-4.2	-16.5%	-10.6%	-10.7%	-0.6%	-3.8%
O=C(O)C1CC=CCC1C(=O)Nc1ccccc1C(=O)N1CCN(c2ccc(F)cc2)CC1 (stereo not given)	-3.7	8.8%	-0.1	1.4%	0.9%	-21.5%[57.1 µM]	2.0%	-5.5%
Cn1c(=O)c2c(nc(N/N=C/c3cccs3)n2Cc2ccc(Br)cc2)n(C)c1=O	0.3	12.5%	2.0	-5.9%	-8.8%	-20.8%	0.2%	-5.7%
O=C(CSc1cn(CC(=O)N2CCCC2)c2ccccc12)NCC1CCCO1 (stereo not given)	2.9	-4.1%	0.7	4.1%	4.2%	0.0%	1.7%	-2.5%
CCN(CC)CCOC(=O)c1cccc(OC)c1	-8.6	3.0%	0.2	2.7%	6.4%	3.1%	1.0%	-8.7%
Cc1nn(-c2ccccc2)c2sc(C(=O)OCc3nnc(-c4ccccc4)o3)cc12	-11.0	-1.6%	-1.3	6.3%	3.2%	-10.5%	0.5%	u
Cc1ccc(NC(=O)C(=O)NCCCN2CCCC2=O)c(C)c1	-5.5	-6.1%	0.2	-63.5%[inhibitor]	-5.5%	-5.1%	2.5%	-7.8%
O=C(N/C(=C\c1ccco1)C(=O)N1CCOCC1)c1ccc([N+](=O)[O-])cc1	-0.4	1.8%	-3.2	2.6%	-21.5%	11.9%	0.3%	-15.7%
CCn1c(SCc2nc(N)nc(N3CCCCC3)n2)nc2c1c(=O)n(C)c(=O)n2C	2.7	-5.9%	0.8	-1.3%	-18.0%	-6.5%	-1.6%	-9.2%
CCCSC(=S)NC1CCS(=O)(=O)C1 (stereo not given)	x	16.5%	4.0	1.9%	3.8%	-19.7%	u	-15.7%
Cc1ccc(S(=O)(=O)N2c3ccc(S(N)(=O)=O)cc3CC2C)cc1 (stereo not given)	0.1	-19.5%	-4.9	-1.9%	-13.9%	-7.4%	-1.9%	-7.8%
Cc1cccc(C(=O)NCCCNC(=O)c2ccc(C)nc2)c1	1.6	16.4%	-1.0	6.7%	0.3%	12.6%	-1.9%	-10.3%
Cc1ccc(NC(=O)c2cc3nc(C)cc(C)n3n2)cc1	x	-0.3%	-1.7	6.4%	-6.9%	-21.2%	1.7%	-25.2%
COC(=O)C1CCN(C(=O)C23CCC(C)(C(=O)O2)C3(C)C)CC1 (stereo not given)	-5.3	3.5%	-1.6	-4.7%	-1.9%	6.8%	-2.0%	-0.9%
CC(=O)Nc1ccc(S(=O)(=O)N2CCCN(S(=O)(=O)c3ccc(NC(C)=O)cc3)CC2)cc1	-5.4	8.8%	1.1	1.5%	15.2%	6.8%	-1.1%	1.5%
COC1=C(OC)c2ccccc2C(C(=O)O)N/C1=C(/C)Nc1ccncc1 (stereo not given)	2.1	-15.6%	-1.5	0.2%	-13.6%	7.4%	-7.6%	-7.4%
Cc1cccc(CSc2nc3c(c(-c4cccs4)c2C#N)CN(C)CC3)c1	-10.6	-0.6%	0.7	-4.7%	10.6%	-9.6%	u	-14.0%
CNC(=O)COc1ccc(C=O)cc1OC	-16.3	6.6%	-0.9	-15.9%	-20.9%	-1.6%	2.9%	-6.3%
CN(/N=C/c1ccc(N(C)C)cc1)C1=NS(=O)(=O)c2ccccc21	0.8	70.2%[activator]	-0.6	-85.8%[inhibitor]	-21.1%	72.5%[activator]	-0.6%	20.2%
CC(Sc1nnnn1C1CC1)C(=O)N1c2ccccc2NC(=O)C1(C)C (stereo not given)	0.8	10.6%	0.1	3.9%	15.3%	1.1%	-0.5%	4.9%
COc1ccc(C)cc1N(C(=O)c1ccccc1)c1nc2ccccc2s1	11.1	-1.1%	-5.5	14.7%	-1.1%	-31.9%[57.1 µM]	-9.6%	-4.3%
Cc1nc2c(OCCOc3ccccc3)cccn2c1N(C)C(=O)CCC1CCCC1	6.5	-25.2%	0.2	-1.8%	-16.7%	-3.6%	x	-15.5%
CCCCc1c(C)[nH]c(=S)[nH]c1=O	3.4	14.6%	-1.0	14.3%	11.3%	2.0%	2.5%	-4.3%
Cc1cccc(C(=O)Nc2cc(=O)n(C)c(=O)n2C)c1	-5.6	1.7%	-1.2	-5.8%	-13.5%	7.2%	-0.5%	-14.6%
NC(=O)N1c2ccccc2C=Cc2ccccc21	2.7&1.8	-9.4%&-13.7%	-2.2&0.2	13.4%&-2.6%	-24.0%&12.8%	-2.4%&-5.5%	-0.3%[15.4 µM]	-5.8%&-17.2%
CC(C)COc1cc(=O)[nH]c(SCC(C)C)n1	9.7	-2.9%	-2.3	7.2%	-0.5%	9.5%	x	-14.7%
CC(=O)N1CCN(CCN2C(C)=CC(=C(C#N)C#N)C=C2C)CC1	1.3	-11.5%	-0.3	-2.7%	-11.8%	-10.7%	0.6%	-18.0%
COc1cc2c(cc1NS(=O)(=O)N1CCCCC1)oc1ccccc12	x	-11.0%	1.0	20.8%	-13.9%	-8.1%	-8.6%	-4.2%
CCCCc1nc(NCCNC(=O)c2ccccc2)c(C#N)c2c1CSC(C)(C)C2	2.4	-0.8%	0.1	-4.9%	-23.9%	-25.0%	-4.6%	-11.4%
Cc1ccc(S(=O)(=O)N2CCCCC2CCNC(=O)C(=O)NCc2ccncc2)cc1 (stereo not given)	0.7	21.6%	2.4	-24.7%	-0.4%	-7.7%	-1.5%	-4.3%
Cc1c(NC=C(C#N)C#N)c(=O)n(-c2ccccc2)n1C	-7.7	5.5%	1.3	-5.3%	7.4%	6.4%	5.7%	-1.3%
C/C(=N\NC(=O)CCC(=O)Nc1ccc(C)c(C)c1)c1cccs1	-2.8	9.3%	-0.6	3.6%	-21.4%	4.6%[57.1 µM]	0.5%	-22.1%
CCOC(=O)C1=C(C)N(CCCC(=O)O)C(=O)NC1C(CC)CC (stereo not given)	-57.6*	-6.3%	-1.5	-6.2%	u	5.8%	x	-1.6%
O=C(NCC1CCCN1S(=O)(=O)c1cccs1)c1ccc(F)cc1 (stereo not given)	4.8	4.5%	0.9	-1.4%	9.9%	1.4%	-0.7%	-3.2%
CCN(CC)C(=O)c1cn(C)c(=O)c2cc(OC)c(OC)cc12	x	-0.5%	0.3	8.7%	-1.4%	1.0%	-1.0%	-9.1%
Cc1ccc(S(=O)(=O)N2CCN(CC(=O)N/N=C/c3ccccc3OCC(=O)O)CC2)cc1	3.2	-2.7%	-2.3	0.5%	-26.0%	-9.5%	-0.2%	-0.5%
Cc1ccc2c(CN3CCN(Cc4ccccc4)CC3)cc(=O)oc2c1	2.5	-8.6%	0.7	-1.0%	-2.7%	-4.3%	-29.7%	-3.9%
CC(C)[C@H](NC(N)=O)C(=O)NNC(=O)COc1cccc(C(F)(F)F)c1	-3.1	5.2%	-1.0	-7.7%	-18.0%	-5.5%	-0.8%	-5.3%
CN(CC(=O)Nc1n[nH]c(=S)s1)S(=O)(=O)c1cccc2cccnc12	-57.0*	1.7%	-3.6	4.5%	u	0.2%	0.5%	29.9µM*
CCOc1ccc(-c2c(C(=O)N/N=C(\C)c3ccccc3OC)nnn2-c2nonc2N)cc1	1.1	-18.6%	1.7	15.5%	u	-3.0%	-0.2%	-7.4%
CCOc1ccc(CNC(=O)CCCc2cn(C)c3ccccc23)cc1	9.4	-1.3%	-3.5	-6.7%	-22.3%	0.8%	1.0%	3.9%
COc1cc(C(=O)Nc2ccc(S(=O)(=O)N3CCCCC3)cc2)ccc1OCC(=O)N1CCOCC1	-6.7	2.2%	-1.3	-3.9%	6.9%	6.5%	x	2.0%
CN(Cc1ccccc1)C(=O)c1nc[nH]c1C(=O)N(C)Cc1ccccc1	-3.3	10.6%	-2.4	-18.6%	3.2%	2.0%	-4.2%	-1.7%
O=S(=O)(O)c1cccnc1SCc1ccccc1	0.4	-2.7%	-0.3	-0.7%	6.2%	-0.8%	x	u
